Tb PYK inh: inhibitors of Trypanosoma brucei pyruvate kinase | Q57TT1 | TbPYK enzyme, Kinase-Glo Plus ATP luminescence, 45 min | Potency, µM (doses to about 76.8 µM), for the others: top-dose activity, negative = inhibition, actives largely listed as inhibitors | 410,000 tested, 0.12% active | AID 624173; also: potency is read from the fitted curve at half-maximal effect; nearly all actives have a fitted effect of over 50% in size
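Readout: single end-point luminescence (Kinase-Glo Plus, 10 min). Reaction conditions were TbPYK/substrate plus 130 uM ADP, 45 min at RT, pH 7.2 TEA buffer. No-enzyme wells served as controls, and data were normalized before concentration-response fitting.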
HCMV antiviral: human cytomegalovirus inhibition. activity change, negative = inhibition, % at 57.5 µM. 410,000 tested, 4.5% active. HFF cells, HCMV-luciferase reporter, 72 h; hits give low values; in the data active = activity change below about -60%; inconclusive = no clear call, values can overlap the other calls; inactive = above about -39%
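HFF cells seeded 16 h at 37C, treated with compounds, infected with luciferase-reporter HCMV at MOI 1 PFU/cell; luciferase read at 72 h post infection, normalized to buffer-only and Salinomycin controls.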
AMA1 RON2 block: disrupts binding of P. falciparum AMA1 to RON2 | AlphaScreen AMA1-biotinylated RON2 peptide binding | AID 720542 | 360,000 tested, 0.2% active | Potency, µM (highest dose often 58.2 µM), without a hit: at the highest dose activity change, negative = inhibition, usual class: inhibitors;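 also: potency is read from the fitted curve at half-maximal effect; 0% = vehicle wells and -100% = peptide control; nearly all actives have a fitted effect of over 45% in size; some results filed as inactive show a strong effect at the top dose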
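AMA1 (3D7) with his tag at 25 nM final met compounds first, then biotinylated RON2 peptide at 25 nM; detection used donor plus acceptor beads, 10 µg/mL apiece, read by AlphaScreen after 30 min at room temperature.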
AmpC inh detg: inhibitors of E. coli AmpC beta-lactamase with detergent | AmpC hydrolysis of nitrocefin, absorbance 480 nm, 0.01% Triton | Potency, µM (titrated, usually from 114 µM), without a hit: at the highest dose activity change, negative = inhibition, hits mostly inhibitors | 370,000 tested, 0.041% active;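 also: potency is read from the fitted curve at half-maximal effect; 0% = no-compound wells and -100% = no-enzyme wells; nearly all actives have a fitted effect of over 25% in size; some results filed as inactive show a strong effect at the top dose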
Target sequence (P00811 whole entry, looked up): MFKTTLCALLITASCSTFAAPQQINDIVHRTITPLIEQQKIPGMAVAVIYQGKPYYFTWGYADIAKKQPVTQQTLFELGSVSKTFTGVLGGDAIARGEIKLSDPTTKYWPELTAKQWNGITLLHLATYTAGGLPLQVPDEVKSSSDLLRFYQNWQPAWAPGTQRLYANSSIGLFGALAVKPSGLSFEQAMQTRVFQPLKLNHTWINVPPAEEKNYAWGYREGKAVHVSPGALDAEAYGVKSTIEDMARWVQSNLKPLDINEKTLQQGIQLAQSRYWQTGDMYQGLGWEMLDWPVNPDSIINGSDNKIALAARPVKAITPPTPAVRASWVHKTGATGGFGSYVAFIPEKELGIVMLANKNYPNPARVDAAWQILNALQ
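20 mM phosphate pH 7.0 + 0.01% (detergent screen) or 0.0001% Triton X-100; 5.3 nM AmpC reagent; cpd preinc 15 min RT; nitrocefin (800 uM stock) to start; A480 q20 s × 4 min; Activity was normalised to no-enzyme and no-compound control wells.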
AmpC no deterg: AmpC beta-lactamase inhibition without detergent; P00811; AmpC nitrocefin hydrolysis, absorbance 480 nm, 0.0001% Triton; Potency, µM (doses to about 57.1 µM), inactives show at the highest dose activity change, negative = inhibition, actives largely listed as inhibitors; 330,000 tested, 0.52% active;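 also: potency is read from the fitted curve at half-maximal effect; plate controls were no compound for no effect and no enzyme for full effect; nearly all actives have a fitted effect of over 20% in size; some results filed as inactive show a strong effect at the top dose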
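AmpC (5.3 nM in the dispensed reagent) in 20 mM phosphate pH 7.0 with 0.01% (detergent screen) or 0.0001% Triton X-100 was preincubated with compounds for 15 min at room temperature. Nitrocefin was then added from an 800 uM solution, and hydrolysis was followed at 480 nm.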
Sm TGR inh: blocks Schistosoma mansoni thioredoxin glutathione reductase | Q962Y6 | purified TGR, DTNB reduction, TNB absorbance 405 nm | Potency, µM (doses to about 114 µM), inactives show at the highest dose activity change, negative = inhibition, most hits filed as inhibitors | 360,000 tested, 3% active | AID 485364; also: potency is read from the fitted curve at half-maximal effect; nearly all actives have a fitted effect of over 60% in size
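First, TGR (20 nM dispensed) and NADPH were mixed with compound. Second, a 15 min room-temperature incubation followed. Third, further NADPH and then DTNB were added to start the reaction. Finally, TNB absorbance was monitored kinetically.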
LmPK inh: blocks Leishmania mexicana pyruvate kinase activity; Q27686; purified LmPK, Kinase-Glo ATP luminescence, 1 h; Potency, µM (series often up to 57.5 µM), without a hit: top-dose activity change, negative = inhibition, usual class: inhibitors; 290,000 tested, 0.37% active; AID 1721; also: potency is read from the fitted curve at half-maximal effect
Target sequence (Q27686 whole entry, looked up): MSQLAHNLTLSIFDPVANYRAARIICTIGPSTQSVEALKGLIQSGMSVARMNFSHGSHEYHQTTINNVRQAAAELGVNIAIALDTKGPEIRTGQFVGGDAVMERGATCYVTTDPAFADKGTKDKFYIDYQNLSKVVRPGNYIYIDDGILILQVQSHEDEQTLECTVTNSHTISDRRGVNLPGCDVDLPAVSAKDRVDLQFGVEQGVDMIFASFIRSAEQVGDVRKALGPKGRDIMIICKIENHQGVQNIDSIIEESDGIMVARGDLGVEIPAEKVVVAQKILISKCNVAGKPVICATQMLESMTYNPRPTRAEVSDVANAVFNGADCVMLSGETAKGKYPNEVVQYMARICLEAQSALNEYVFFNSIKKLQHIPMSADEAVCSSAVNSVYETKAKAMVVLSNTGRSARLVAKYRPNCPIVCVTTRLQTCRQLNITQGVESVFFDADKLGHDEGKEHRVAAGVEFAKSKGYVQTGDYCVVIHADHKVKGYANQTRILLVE
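qHTS format; LmPK 0.1 nM; substrates PEP 0.5 mM and ADP 0.1 mM. One-hour room-temperature incubation, then coupled luciferase luminescence; 0.5 nM enzyme wells mark activation.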
* hit, by the source's call; ? = inconclusive; · = no result given; [ ] = another dose, or the depositor's remark. Unless noted, calls follow the shape of the dose curve; as a rule, active = well fitted curve in the direction sought with a large enough effect; inconclusive = small, poorly fitted or top-dose-only effect, or another doubt; inactive = no such curve, though single readings can be large; an effect the other way counts as inactive or inconclusive. Unless noted, % is scaled to controls: 0 for no effect and ±100 for the full control effect. Random draw from the library. About 7.4% of those tested had a hit in this group.

(1) C=CCn1c(=O)c2c(C)c(C)sc2n2c(Nc3ccc(OC)cc3)nnc12
(2) O=C(COc1ccc(F)cc1)Nc1c(C(=O)N2CCC(N3CCCCC3)CC2)oc2ccccc12
(3) Cc1ccc(S(=O)(=O)N2CCCCC2C(=O)O)s1 (stereo unspecified)
(4) O=C(O)CC(SCC(=O)Nc1ccc(Cl)c(S(=O)(=O)N2CCOCC2)c1)C(=O)O (stereo unspecified)
(5) COc1ccc(-n2c(SCCC#N)nnc2-c2cc(Cl)ccc2OC)cc1Cl
(6) CC(C)C[C@H]1CNC(=S)N1CC1CCCN1C[C@H](Cc1ccc(O)cc1)N1C[C@H](Cc2ccccc2)N(CC2CCCCC2)C1=S (stereo partly specified)
assay / entry	1	2	3	4	5	6
Tb PYK inh	3%	-4%	2%	4%	-1%	6%
HCMV antiviral	-33	-13	-2	-30	4	-62*
AMA1 RON2 block	19%	2%	12%	0%	-8%	4%
AmpC inh detg	-11%	1%	-12%	-5%	-16%	·
AmpC no deterg	19%	-2%	-36%	-9%	87%[activator]	·
Sm TGR inh	-19%	-20%	-3%	7%	-3%	·
LmPK inh	4%	-7%	2%	-6%	-1%	·

Arranged by molecular weight (high to low): 5 of the compounds above
(6) CC(C)C[C@H]1CNC(=S)N1CC1CCCN1C[C@H](Cc1ccc(O)cc1)N1C[C@H](Cc2ccccc2)N(CC2CCCCC2)C1=S (stereo partly specified)
(2) O=C(COc1ccc(F)cc1)Nc1c(C(=O)N2CCC(N3CCCCC3)CC2)oc2ccccc12
(4) O=C(O)CC(SCC(=O)Nc1ccc(Cl)c(S(=O)(=O)N2CCOCC2)c1)C(=O)O (stereo unspecified)
(1) C=CCn1c(=O)c2c(C)c(C)sc2n2c(Nc3ccc(OC)cc3)nnc12
(3) Cc1ccc(S(=O)(=O)N2CCCCC2C(=O)O)s1 (stereo unspecified)
assay / entry	6	2	4	1	3
Tb PYK inh	6%	-4%	4%	3%	2%
HCMV antiviral	-62*	-13	-30	-33	-2
AMA1 RON2 block	4%	2%	0%	19%	12%
AmpC inh detg	·	1%	-5%	-11%	-12%
AmpC no deterg	·	-2%	-9%	19%	-36%
Sm TGR inh	·	-20%	7%	-19%	-3%
LmPK inh	·	-7%	-6%	4%	2%

(list continues)
(7) CC(C)Cn1c(N)c(C(=O)COC(=O)[C@@H]2CCCN2C(=O)c2cccs2)c(=O)n(C)c1=O
(8) NCCc1c[nH]c2ccc(O)cc12
(9) COc1ccc(N/C(N)=N/c2nc(CSc3nnc(C)s3)cc(=O)[nH]2)cc1
(10) CN1C(=O)/C(=C/c2ccc(OCc3ccccc3F)cc2)NC1=S
(11) Cc1nc(C)c(C(=O)N2CCCC(C(=O)c3cc(F)ccc3F)C2)s1 (stereo unspecified)
(12) CN1CC[C@]23c4c5ccc(OC6OC(C(=O)O)[C@@H](O)C(O)[C@H]6O)c4OC2C(O)C=CC3[C@H]1C5 (stereo partly specified)
assay / entry	7	8	9	10	11	12
Tb PYK inh	0%	-14%	2%	0%	-5%	-2%
HCMV antiviral	-26	-11	-22	33	14	-9
AMA1 RON2 block	8%	13%	-7%	8%	12%	9%
AmpC inh detg	-2%	?	2%	2%	-4%	·
AmpC no deterg	18%	-19%	-14%	-38%	-6%	-7%
Sm TGR inh	10%	0%	0%	-14%	1%	·
LmPK inh	0%	·	0%	-2%	0%	·

(13) O=C(CSc1nnc(-c2ccncc2)n1-c1ccc(Cl)cc1)NCc1cccs1
(14) COc1ccc(S(=O)(=O)NC2CCCCC2)cc1-n1cnnn1
(15) COC(=O)[C@]12CCCCC=C1N(Cc1ccc(Cl)cc1Cl)C(=O)[C@H](CC(=O)NCC13CC4CC(CC(C4)C1)C3)C2
(16) Cc1cc(C(=O)O/N=C(\N)c2ccc(C(C)(C)C)cc2)no1
(17) CC(=O)Nc1ccc(OCCCNC(=O)c2c(-c3ccccc3)noc2C)cc1
(18) COc1ccc(CN2CCNC(=O)C2CC(=O)N(C)Cc2ccon2)c(OC)c1 (stereo unspecified)
assay / entry	13	14	15	16	17	18
Tb PYK inh	-1%	1%	-1%	-1%	0%	-4%
HCMV antiviral	28	11	20	-69*	-21	-11
AMA1 RON2 block	-9%	17%	3%	-4%	-21%	7%
AmpC inh detg	-6%	3%	·	-3%	7%	10%
AmpC no deterg	32%	-14%	·	-18%	-1%	4%
Sm TGR inh	0%	8%	·	8%	-10%	?
LmPK inh	-5%	-8%	·	1%	3%	1%

(19) O=C(NC(NC(=S)Nc1ccc(Cl)c(Cl)c1)C(Cl)(Cl)Cl)c1ccco1 (stereo unspecified)
(20) CCCn1c(N)c(N(CCOC)C(=O)c2ccccc2)c(=O)[nH]c1=O
(21) COCCN1C(=O)C(C(=O)OC)CC2=C1CC(C)(C)CC2=O (stereo unspecified)
(22) O=C(c1cccc(S(=O)(=O)N2CCCCC2)c1)N1CCN(Cc2ccccc2)CC1
(23) Cc1ccc2c(c1)C(=O)N1[C@H]3c4cc(Cl)ccc4OC[C@@H]3[C@H](c3ccccc3)[C@]1(C)C(=O)N2
(24) CC(C)c1ccc(/C=N/N2CCCCC2)cc1
assay / entry	19	20	21	22	23	24
Tb PYK inh	-11%	-3%	-2%	-3%	-3%	-14%
HCMV antiviral	-36	-2	0	7	?	-70*
AMA1 RON2 block	-5%	1%	5%	7%	-9%	-18%
AmpC inh detg	-10%	?	·	7%	·	3%
AmpC no deterg	-44%	1%	·	265%[activator]	-29%	-11%
Sm TGR inh	?	-8%	·	?	·	5%
LmPK inh	-3%	-4%	·	·	·	0%

(25) CC1CN=C(NCc2ccccc2)S1 (stereo unspecified)
(26) Clc1ccccc1OCCCCn1ccnc1
(27) O=C(NCC(=O)N(Cc1ccco1)C(C(=O)NC1CCCC1)c1cccnc1)c1cccs1 (stereo unspecified)
(28) Cc1ccc(C(=O)NCC(c2ccc3c(c2)OCO3)N2CCOCC2)cc1C (stereo unspecified)
(29) Cc1ccc(NC(=O)Nc2cccc(C)n2)c(C)c1
(30) O=[N+]([O-])c1cccc(/C=N/Nc2nnc(-c3ccccc3)c(-c3ccccc3)n2)c1
assay / entry	25	26	27	28	29	30
Tb PYK inh	8%	-3%	-1%	1%	0%	0%
HCMV antiviral	1	-17	6	-11	41	38
AMA1 RON2 block	17%	-7%	3%	·	-2%	3%
AmpC inh detg	?	-8%	?	2%	3%	-3%
AmpC no deterg	-17%	-9%	-14%	·	-28%	-11%
Sm TGR inh	39%[activator]	2%	-29%	3%	10%	4%
LmPK inh	-3%	0%	-1%	·	0%	1%

(31) Cc1c(-c2ccccc2)[n+](=O)c(-c2ccco2)c(C)n1[O-]
(32) O=S(=O)(Cc1ccccc1)C(c1ccccc1)S(=O)(=O)Cc1ccccc1
(33) Cc1noc(NS(=O)(=O)c2ccc(NC(=O)c3cnc4scc(C)n4c3=O)cc2)c1C
(34) Cc1ccc(S(=O)(=O)N(C)C)cc1NC(=O)COC(=O)CCC(=O)c1cccs1
(35) COc1ccc(CNC(=O)C(C)NC(=O)c2cc3ccccc3o2)cc1 (stereo unspecified)
(36) COc1ccc(-c2noc(CNC(=O)CCCN3C(=O)[C@H]4CC=CC[C@H]4C3=O)n2)cc1
assay / entry	31	32	33	34	35	36
Tb PYK inh	6%	1%	-1%	-5%	2%	3%
HCMV antiviral	51	-13	2	-20	20	0
AMA1 RON2 block	45%[activator]	-9%	-1%	-11%	13%	21%
AmpC inh detg	?	·	?	-5%	2%	5%
AmpC no deterg	-11%	·	-19%	-20%	-39%	32%
Sm TGR inh	-26%	·	-18%	-12%	7%	-2%
LmPK inh	-7%	·	-9%	-1%	2%	1%

(37) O=C1c2ccccc2C(=O)N1C/C=C/c1ccccc1
(38) Cc1cc(C)c(C)c(N=Nc2nc3ccccc3n2C)c1C
(39) CC(=O)c1cc(NC(=O)c2cccc(C(F)(F)F)c2)c(=O)oc1C
(40) O=C(NC1CC1)C1=C[C@H](C2CC2)C[C@H](OCCCCO)O1
(41) CCOc1cccc(C(=O)Nc2nc(-c3ccc(S(=O)(=O)N4CCOCC4)cc3)cs2)c1
(42) CC(=O)NC1Sc2ccccc2N=C1c1ccccc1 (stereo unspecified)
assay / entry	37	38	39	40	41	42
Tb PYK inh	-7%	-11%	-21%	-9%	0%	?
HCMV antiviral	36	-10	-14	1	-13	70
AMA1 RON2 block	10%	11µM*	28%	-1%	-8%	-4%
AmpC inh detg	?	-9%	2%	3%	3%	2%
AmpC no deterg	-16%	-8%	-28%	-12%	8%	-23%
Sm TGR inh	8%	-1%	35µM*	-16%	11%	6%
LmPK inh	-7%	-7%	-9%	3%	1%	?

(43) Fc1ccc(OCc2nn3c(Cn4nnc5ccccc54)nnc3s2)cc1
(44) O=C(CC(Nc1ccccc1Cl)C(=O)OCC(=O)c1cccs1)c1ccccc1 (stereo unspecified)
(45) Cc1ccc(S(=O)(=O)NCC(=O)OCC(=O)NCc2ccc3c(c2)OCO3)cc1
(46) CC(C)c1ccc(/C=C2\C(=N)N3N=C(CC(=O)N4CCCCC4)SC3=NC2=O)cc1
(47) OCC[C@H]1C[C@@H](O)[C@H](O)[C@]2(OCCc3ccccc32)O1
(48) Cn1c(N)c(C(=O)COC(=O)CCCOc2ccc(Cl)cc2Cl)c(=O)n(C)c1=O
(49) CCOC(=O)N1CCN(C(=O)c2ccc(S(=O)(=O)Nc3ccccc3)cc2)CC1
(50) CC(NC(=S)Nc1ccc(F)cc1)C(c1cccs1)N1CCOCC1 (stereo unspecified)
(51) CN(Cc1ccccc1NCC(=O)Nc1ccccc1C#N)C1CCCCC1
assay / entry	43	44	45	46	47	48	49	50	51
Tb PYK inh	-17%	·	-2%	10%	-3%	-3%	-2%	0%	-8%
HCMV antiviral	-2	?	-17	-33	-3	-18	?	-27	-1
AMA1 RON2 block	18%	10%	1%	38%[activator]	6%	9%	16%	7%	12%
AmpC inh detg	?	1%	?	-4%	-14%	1%	·	-7%	3%
AmpC no deterg	-13%	-34%	4%	-23%	-8%	0%	-1%	-7%	87%[activator]
Sm TGR inh	0%	?	-5%	7%	-8%	18%	·	-2%	1%
LmPK inh	0%	5%	·	0%	·	2%	·	4%	1%

Bioassay records deposited in PubChem BioAssay by National Center for Advancing Translational Sciences (NCATS).
